Screening data: PubChem, several laboratories
mABHD4 FP: ABHD4 inhibitors, primary screen, biochemical, fluorescence polarization, mouse. purified mABHD4, FP-Rh probe fluorescence polarization. inhibition, % at 8.92 µM. (Lyso)-N-acylphosphatidylethanolamine lipase (Mus musculus), Q8VD66. 370,000 tested, 0.54% active;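 active means inhibition exceeding the mean over every tested compound plus 3 SD, cut at about 30% in these data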;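 further: 0% = plate median of compound wells and 100% = S159A mutant with DMSO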
Target sequence (Q8VD66 whole entry, looked up): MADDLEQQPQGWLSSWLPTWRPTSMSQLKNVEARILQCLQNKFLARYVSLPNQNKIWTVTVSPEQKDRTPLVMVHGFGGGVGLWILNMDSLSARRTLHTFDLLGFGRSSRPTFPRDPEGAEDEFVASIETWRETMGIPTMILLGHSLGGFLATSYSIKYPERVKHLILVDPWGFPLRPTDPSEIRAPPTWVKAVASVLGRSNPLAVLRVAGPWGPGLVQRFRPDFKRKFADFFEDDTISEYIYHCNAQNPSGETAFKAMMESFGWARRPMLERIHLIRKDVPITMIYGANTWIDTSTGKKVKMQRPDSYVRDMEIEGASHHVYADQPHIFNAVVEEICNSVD
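Assay system: mABHD4 protein; medium: HEPES pH 7.0, NaCl, Pluronic buffer; dosing: 8.92 µM, single dose; schedule: 45 min + 60 min at 25 °C; signal: FP readout, ex 525 nm / em 598 nm; read-out: normalized percent inhibition of probe labeling; repeats: single replicate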
NPR1 activator: GC-A stimulated cGMP production enhancers – HEK293 GC-A cells, cGMP TR-FRET, EC30 ANP, primary screen; Atrial natriuretic peptide receptor 1 (Homo sapiens), P16066; 370,000 tested, 0.14% active; activation, % at 10 µM; AID 1671463, 2021; 0% at EC30 ANP, 100% saturating ANP; in the data active means activation above about 40%
SIAE primary: human SIAE inhibitors, primary screen, biochemical, fluorescence polarization, FP-Rh probe, 1536-well HTS; Sialate O-acetylesterase (Homo sapiens), Q9HAT2; SIAE FP-Rh probe binding; inhibition, % at 9.66 µM; 370,000 tested, 0.69% active; AID 1053197, 2014;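 active means inhibition above a cutoff: mean of compounds within the control limits plus 3 SD of those, cut at about 17% in these data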;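 further: 0% = plate median of compound wells and 100% = probe without SIAE protein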
rCAG RNA binder: binders of r(CAG) RNA repeats, primary screen, biochemical, fluorescence. r(CAG) RNA repeat, TO-PRO-1 dye displacement fluorescence. inhibition, % at 3 µM. 370,000 tested, 1.3% active. AID 651821, 2012;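 active means inhibition above the plate cutoff, the mean of all test compounds on that plate plus 3 SD, cut at about 35% in these data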;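 further: 0% = DMSO alone and 100% = 100 µM mitoxantrone as full dye displacement; higher means more dye released from RNA so lower well fluorescence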
TCR-CD3 inh: inhibitors of human TCR-CD3 interaction, primary screen, biochemical, fluorescence, TAMRA-labeled TCR probe | inhibition, % at 9.4 µM | 360,000 tested, 0.37% active | AID 651800, 2012; in the data active means inhibition above about 19%;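 further: recombinant mutant TCR 2C K166C tagged with TAMRA read by polarization; 0% = receptor in buffer alone and 100% = receptor with positive control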
HTRA1 inh: HTRA1 serine protease inhibitors, primary screen, biochemical, fluorescence polarization, HTS. Q92743. recombinant HTRA1, FP-rhodamine activity-based probe. inhibition, % at 5.96 µM. 340,000 tested, 0.5% active. AID 504803, 2011; in the data active means inhibition above about 36%;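 further: 0% = enzyme with DMSO and 100% = wells lacking enzyme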
UHRF1 MBD2 ctr: UHRF1 methylated DNA binding inhibitors, primary screen, counter-screen for MBD2 inhibitor project, biochemical, TR-FRET, human UHRF1, single concentration; inhibition, % at 4.4 µM; E3 ubiquitin-protein ligase UHRF1 (Homo sapiens), Q96T88; 370,000 tested, 0.75% active; UHRF1 binding to methylated oligo; in the data active means inhibition above about 21%;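 further: UHRF1 SRA domain binding a hemimethylated CpG hairpin DNA probe; 0% = median of test compound wells and 100% = reference inhibitor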
NPR2 activator: human GC-B receptor activators, primary screen, HEK293 GC-B cells, cGMP TR-FRET, EC30 CNP | 370,000 tested, 0.11% active | Atrial natriuretic peptide receptor 2 (Homo sapiens), P20594 | activation, % at 10 µM | 0% at EC30 CNP, 100% saturating CNP | AID 1920062, 2024;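 active means activation at 10 µM reaching about 35% in either raw or pattern-adjusted values, limit read from the data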
MBD2 DNA inh: inhibitors of MBD2 binding to methylated DNA, primary screen, biochemical, TR-FRET, DNA-binding domain, human. 370,000 tested, 0.31% active. MBD2 binding to methylated oligonucleotide. inhibition, % at 4.4 µM. Methyl-CpG-binding domain protein 2 (Homo sapiens), Q9UBB5; in the data active means inhibition above about 13%
PRMT1 FP inh: PRMT1 methyltransferase inhibitors, primary screen, biochemical, fluorescence polarization | Protein arginine N-methyltransferase 1 (Homo sapiens), Q99873 | recombinant PRMT1, activity-based probe fluorescence polarization | inhibition, % at 2.79 µM | 370,000 tested, 1.3% active | AID 652257, 2013;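 active means inhibition above about 21% made by adding two undisclosed values, limit read from the data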
Target sequence (Q99873 whole entry, looked up): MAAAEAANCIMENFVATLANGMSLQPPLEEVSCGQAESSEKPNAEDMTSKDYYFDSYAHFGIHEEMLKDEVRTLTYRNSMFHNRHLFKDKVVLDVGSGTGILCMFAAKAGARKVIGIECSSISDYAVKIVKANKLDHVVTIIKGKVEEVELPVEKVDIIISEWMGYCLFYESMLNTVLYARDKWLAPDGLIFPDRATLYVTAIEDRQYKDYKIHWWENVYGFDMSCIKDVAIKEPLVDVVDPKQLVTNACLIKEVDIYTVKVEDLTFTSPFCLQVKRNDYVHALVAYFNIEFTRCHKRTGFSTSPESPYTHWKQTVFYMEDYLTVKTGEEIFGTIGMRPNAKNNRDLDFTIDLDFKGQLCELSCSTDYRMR
The depositor's hits bear a star; nt = no result given. These rows are one share of the data; count on the stated rates, not on these rows.

Start of the listing, in advance, 2 compounds:
nr	smiles	mABHD4 FP	NPR1 activator	SIAE primary	rCAG RNA binder	TCR-CD3 inh	HTRA1 inh	UHRF1 MBD2 ctr	NPR2 activator	MBD2 DNA inh	PRMT1 FP inh
1	NC(=O)C1CCCN(CCc2ccccc2)C1 (centres undefined)	1	-2	-5	-2	3	9	1	2	0	-1
2	CCCCC[C@H]1CN(Cc2ccc(OC)cc2)C(=O)[C@@H]1CC(=O)NCc1ccccc1	1	-5	4	-6	4	-23	8	-9	6	0

The whole of this part (from the top)
nr	smiles	mABHD4 FP	NPR1 activator	SIAE primary	rCAG RNA binder	TCR-CD3 inh	HTRA1 inh	UHRF1 MBD2 ctr	NPR2 activator	MBD2 DNA inh	PRMT1 FP inh
1	NC(=O)C1CCCN(CCc2ccccc2)C1 (centres undefined)	1	-2	-5	-2	3	9	1	2	0	-1
2	CCCCC[C@H]1CN(Cc2ccc(OC)cc2)C(=O)[C@@H]1CC(=O)NCc1ccccc1	1	-5	4	-6	4	-23	8	-9	6	0
3	O=C1C2CC=CCC2C(=O)N1c1n[nH]c(CCc2ccccc2)n1 (centres undefined)	-2	4	0	3	4	-1	1	5	4	0
4	CCCc1nc2ccccc2c2nc(N)nn12	-3	1	-2	-1	1	0	-3	5	0	-4
5	CN1CCN(C(=O)c2cc3nc(-c4ccccc4)cc(C(F)(F)F)n3n2)CC1	-9	8	-2	-14	3	-1	-2	7	2	-2
6	Cn1c(SCC(=O)NCc2ccco2)nnc1-c1c[nH]c2ccccc12	4	-2	-6	4	5	-2	-2	2	2	5
7	CC(OC(=O)c1cc2sccc2n1C)C(=O)NCc1ccc2c(c1)OCO2 (centres undefined)	-2	-8	-6	-6	2	2	2	-1	-3	0
8	COc1cc(Cn2c(-c3ccc(O)c(OC)c3)nc3ccccc32)ccc1O	5	-9	2	-3	-3	-1	2	-2	1	-2
9	COc1cccc(-n2c(SCC(=O)NCC3CCCO3)nc3c([nH]c4ccccc43)c2=O)c1 (centres undefined)	2	1	5	-2	-6	3	-2	5	0	2
10	O=C1OC(CCl)CN1Cc1ccc([N+](=O)[O-])cc1 (centres undefined)	-4	-4	4	0	-1	9	-2	-1	5	-2
11	Cn1cnnc1Sc1cc(N2CCN(S(=O)(=O)c3ccccc3)CC2)ccc1[N+](=O)[O-]	3	-6	-1	5	3	2	-3	-3	-1	2
12	CCN(CC)S(=O)(=O)C1CCS(=O)(=O)C1 (centres undefined)	-3	5	-10	2	1	7	-1	8	2	-1
13	Cc1ccc2c(c1)N(CCC(=O)NC(C)C)C(=O)CO2	3	5	10	-2	-5	4	1	1	4	2
14	CNC(=O)c1cc2cc(Br)ccc2s1	-2	0	-4	3	-3	0	1	4	-6	-6
15	CCc1nc2ccccc2n1CC(=O)N1CCN(S(=O)(=O)c2cccc(C(F)(F)F)c2)CC1	-1	-3	-3	-4	-1	4	-2	2	-4	2
16	COc1ccc(N(CC(=O)N2CCN(C)CC2)S(C)(=O)=O)cc1OC	6	0	4	1	3	3	1	-1	-7	1
17	O=C(N/N=C/c1ccccn1)c1cc(-c2ccc(Cl)cc2)nc2ccccc12	-2	4	-9	7	12	-1	-7	1	-7	-4
18	COCCn1c(SCC(=O)Nc2ccc(Cl)c(S(=O)(=O)N(C)C)c2)nc2ccccc21	-8	0	-7	-1	7	-8	0	-3	2	-3
19	COCCNC(=O)c1noc2c1CCc1cc(OC)ccc1-2	-5	1	6	0	-3	-4	1	6	-6	6
20	O=C(NC1CCCc2ccccc21)c1ccccc1OC(F)F (centres undefined)	-6	-2	12	-3	-11	-6	3	7	3	-2
21	Cc1ccc(S(=O)(=O)N[C@H](C(=O)N2CCC(C(=O)NCC(=O)O)CC2)C(C)C)cc1	3	-2	0	1	0	3	0	3	-3	1
22	CCOc1ccc(Cn2c(SCCCCC#N)nc3c2c(=O)n(C)c(=O)n3C)cc1OCC	-4	6	26*	-2	7	-4	11	1	-1	15
23	Cc1c(Cl)cccc1NS(=O)(=O)c1cn(C)c(=O)n(C)c1=O	2	2	0	2	3	2	-3	4	4	-1
24	Cc1ccc(C(=O)CC(=O)c2ccc(C)cc2O)cc1	-12	5	-8	8	-5	7	-1	-4	-2	-2
25	CCn1c(COc2cccc(C)c2C)nnc1SCC(=O)Nc1cc(C)on1	6	-2	-6	-2	0	nt	3	-2	-1	1
26	COc1cc2c(cc1OC)C(c1ccc([N+](=O)[O-])cc1)NCC2 (centres undefined)	-6	0	-3	-1	-8	6	2	-6	4	8
27	CCC(=O)Nc1ccc(NC(=O)CSc2nc3cc4c(cc3cc2C)CCC4)cc1	5	-4	-2	0	-4	-2	2	-1	8	5
28	CCOC(=O)c1c(C)n(C)c2c1cc(OC(C)=O)c1ccccc12	5	0	8	-2	3	0	-1	-8	-1	-2
29	COc1ccc2ccccc2c1C=Nn1c(-c2n[nH]c3c2CCC3)n[nH]c1=S	-3	-3	0	48*	nt	nt	-5	-7	-4	3
30	CCN(CC)S(=O)(=O)c1ccc(C(=O)Nc2cccc(C)c2)cc1	1	3	1	-4	-7	-18	0	3	5	4
31	Cc1ccc2[nH]c(=O)c(C3=NN(C(=O)CCC(=O)O)C(c4cccs4)C3)c(-c3ccccc3)c2c1 (centres undefined)	-4	-2	0	22	1	-1	-2	3	2	-1
32	Cc1ccccc1S(=O)(=O)Cc1ccc(C(=O)NCCCN2CCN(C)CC2)o1	4	7	3	-2	-5	7	-1	5	-4	3
33	COc1ccccc1CNC(=O)C1CCCN(S(=O)(=O)c2ccc3c(c2)CC(C)N3C(C)=O)C1 (centres undefined)	4	3	-2	-4	10	4	1	1	1	-5
34	CC(C)=CC(=O)OCC(=O)Nc1cc([N+](=O)[O-])ccc1F	2	3	0	-3	-9	3	2	8	1	-2
35	S=c1[nH]nc(Cc2cccc3ccccc23)o1	4	2	-2	2	-10	0	0	9	1	7
36	CN(C)c1cc[n+](CC(=O)Nc2ccc(Cl)c([N+](=O)[O-])c2)cc1	-1	11	-4	-3	-6	4	2	6	0	-1
37	Cc1ccc(S(=O)(=O)N2CCN(Cc3ccco3)CC2)cc1C	-10	1	-4	-5	5	-6	1	-1	-3	-1
38	CSc1nnc([C@H](C)NC(=O)OC(C)(C)C)o1	2	4	6	2	-2	0	2	4	-1	-3
39	CCOc1ccc2nc(NC(=O)COC)sc2c1	4	1	-3	1	6	-1	0	3	2	-1
40	C=CCNC1=C(Cl)C(=O)c2ccccc2C1=O	3	1	-3	-1	1	6	-36	3	-28	-1
41	COc1ccc(C2C(=O)NN=C2C)cc1 (centres undefined)	7	-5	7	2	9	7	3	-7	-5	-2
42	COc1cccc(-n2nnc3c(=O)n(Cc4cccc(C)c4)cnc32)c1	-4	3	-4	1	3	-19	-4	5	-1	-1
43	O=c1c2c3c(sc2nc2sc(CN4CCOCC4)cn12)CCCC3	5	-2	-4	-2	5	8	0	-6	-3	2
44	O=C1C2C3C=CC(CC3)C2C(=O)N1c1nccs1 (centres undefined)	6	-6	-5	1	1	5	21*	1	6	4
45	C[C@@H]1CN([C@H](C)CO)C(=O)CCCn2cc(nn2)CO[C@H]1CN(C)C(=O)Nc1ccc(-c2cccs2)cc1	-7	4	0	5	4	-11	19	2	-7	-4
46	O=C(CSc1nnc(CNC(=O)c2ccccc2)o1)NCC1CCCO1 (centres undefined)	4	0	-4	0	7	5	-2	0	-3	-1
47	CC(C)c1nnc(NC(=O)CCC(=O)Nc2ccc(F)cc2)s1	4	5	-2	0	5	4	-3	-3	-2	0
48	CCN(CC)S(=O)(=O)c1cccc(C(=O)OCc2cc(=O)n3nc(C)sc3n2)c1	0	4	-4	-2	12	3	2	0	-4	0
49	Cc1cccc(/C=N/NC(=O)c2ccc(NC(=O)c3ccc(F)cc3)cc2)n1	-10	1	3	2	-1	-22	-2	3	-6	-1
50	Cc1nc(-c2cc(-c3ccc(Cl)cc3)no2)cs1	-12	21	-4	-1	-4	4	3	-3	0	5
51	Cc1ccc(-c2nn(CCC(=O)O)cc2CCC(=O)O)cc1	0	-2	-3	-3	4	2	-2	2	4	0
52	CCN(C(=O)c1ccc2c(=O)n3c(nc2c1)CCCCC3)c1ccccc1C	5	1	1	-5	4	1	0	2	-5	1
53	COc1ccc(-c2nc3n(c(=O)c2C#N)CCCS3)cc1	-7	-12	3	7	-8	-3	1	-10	2	3
54	CCC(C(=O)O)P(=O)(c1ccc(Cl)cc1)c1ccc(Cl)cc1 (centres undefined)	-4	-2	4	1	5	7	0	-2	-2	-2

14 entries out of the list, arranged by SMILES length, highest first.
nr	smiles	mABHD4 FP	NPR1 activator	SIAE primary	rCAG RNA binder	TCR-CD3 inh	HTRA1 inh	UHRF1 MBD2 ctr	NPR2 activator	MBD2 DNA inh	PRMT1 FP inh
45	C[C@@H]1CN([C@H](C)CO)C(=O)CCCn2cc(nn2)CO[C@H]1CN(C)C(=O)Nc1ccc(-c2cccs2)cc1	-7	4	0	5	4	-11	19	2	-7	-4
21	Cc1ccc(S(=O)(=O)N[C@H](C(=O)N2CCC(C(=O)NCC(=O)O)CC2)C(C)C)cc1	3	-2	0	1	0	3	0	3	-3	1
33	COc1ccccc1CNC(=O)C1CCCN(S(=O)(=O)c2ccc3c(c2)CC(C)N3C(C)=O)C1 (centres undefined)	4	3	-2	-4	10	4	1	1	1	-5
48	CCN(CC)S(=O)(=O)c1cccc(C(=O)OCc2cc(=O)n3nc(C)sc3n2)c1	0	4	-4	-2	12	3	2	0	-4	0
22	CCOc1ccc(Cn2c(SCCCCC#N)nc3c2c(=O)n(C)c(=O)n3C)cc1OCC	-4	6	26*	-2	7	-4	11	1	-1	15
32	Cc1ccccc1S(=O)(=O)Cc1ccc(C(=O)NCCCN2CCN(C)CC2)o1	4	7	3	-2	-5	7	-1	5	-4	3
52	CCN(C(=O)c1ccc2c(=O)n3c(nc2c1)CCCCC3)c1ccccc1C	5	1	1	-5	4	1	0	2	-5	1
26	COc1cc2c(cc1OC)C(c1ccc([N+](=O)[O-])cc1)NCC2 (centres undefined)	-6	0	-3	-1	-8	6	2	-6	4	8
28	CCOC(=O)c1c(C)n(C)c2c1cc(OC(C)=O)c1ccccc12	5	0	8	-2	3	0	-1	-8	-1	-2
10	O=C1OC(CCl)CN1Cc1ccc([N+](=O)[O-])cc1 (centres undefined)	-4	-4	4	0	-1	9	-2	-1	5	-2
50	Cc1nc(-c2cc(-c3ccc(Cl)cc3)no2)cs1	-12	21	-4	-1	-4	4	3	-3	0	5
39	CCOc1ccc2nc(NC(=O)COC)sc2c1	4	1	-3	1	6	-1	0	3	2	-1
4	CCCc1nc2ccccc2c2nc(N)nn12	-3	1	-2	-1	1	0	-3	5	0	-4
14	CNC(=O)c1cc2cc(Br)ccc2s1	-2	0	-4	3	-3	0	1	4	-6	-6
